Compound activity deposited in PubChem by National Center for Advancing Translational Sciences (NCATS).
IDH1 R132H inh: inhibitors of human mutant IDH1 R132H. AID 602179. 0.093% of 390,000 active. Potency, µM (series often up to 76.6 µM), for the others: at the highest dose activity change, negative = inhibition, actives largely listed as inhibitors. IDH1-R132H enzyme, NADPH consumption, diaphorase/resazurin fluorescence; also: potency is read from the fitted curve at half-maximal effect; % is scaled to controls: 0 for no effect and ±100 for the full control effect; nearly all actives have a fitted effect of over 65% in size
Target sequence (O75874 whole entry R132H, stated change not applied): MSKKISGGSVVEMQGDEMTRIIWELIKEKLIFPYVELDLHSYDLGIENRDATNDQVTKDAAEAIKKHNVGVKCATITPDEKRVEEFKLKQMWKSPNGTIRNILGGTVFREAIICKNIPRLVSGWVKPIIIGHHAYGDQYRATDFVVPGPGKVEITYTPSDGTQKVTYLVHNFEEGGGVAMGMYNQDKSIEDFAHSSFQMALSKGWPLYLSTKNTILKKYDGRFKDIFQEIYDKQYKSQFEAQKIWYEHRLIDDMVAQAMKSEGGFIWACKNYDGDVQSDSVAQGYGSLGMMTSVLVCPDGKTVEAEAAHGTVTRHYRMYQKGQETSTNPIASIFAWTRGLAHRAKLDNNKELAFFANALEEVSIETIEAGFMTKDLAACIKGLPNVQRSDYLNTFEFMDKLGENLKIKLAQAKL
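IDH1-R132H (0.5 ug/mL dispensed) in pH 7.5 Tris buffer was preincubated 30 min with compound, then given a substrate mix of 0.016 mM NADPH and 2 mM alpha-KG for 80 min at room temperature; remaining NADPH was read by diaphorase/resazurin fluorescence.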
Tb PGK inh: inhibitors of T. brucei phosphoglycerate kinase; P07378; PGK/GAPDH coupled, Kinase-Glo luminescence, 60 min; Potency, µM (doses to about 57.5 µM), for the others: at the top dose activity change, negative = inhibition, hits mostly inhibitors; 0.043% of 380,000 active; AID 602233; also: potency is read from the fitted curve at half-maximal effect; % is scaled to controls: 0 for no effect and ±100 for the full control effect; nearly all actives have a fitted effect of over 60% in size
Target sequence (P07378 whole entry, looked up): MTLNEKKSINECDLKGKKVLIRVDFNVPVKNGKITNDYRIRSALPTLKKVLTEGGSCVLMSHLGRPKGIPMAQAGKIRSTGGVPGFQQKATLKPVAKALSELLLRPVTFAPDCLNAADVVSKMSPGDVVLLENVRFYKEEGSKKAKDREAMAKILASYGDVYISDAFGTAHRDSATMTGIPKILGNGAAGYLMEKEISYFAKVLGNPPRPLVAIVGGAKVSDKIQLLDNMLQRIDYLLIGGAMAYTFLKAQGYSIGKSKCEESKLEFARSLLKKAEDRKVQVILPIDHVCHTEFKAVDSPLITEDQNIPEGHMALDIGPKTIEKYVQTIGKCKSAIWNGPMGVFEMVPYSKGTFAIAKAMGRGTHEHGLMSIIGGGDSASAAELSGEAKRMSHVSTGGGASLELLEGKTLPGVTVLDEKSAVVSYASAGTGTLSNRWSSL
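Luminescent ATP detection (Kinase-Glo Plus) follows a 60-minute room-temperature incubation, with wells lacking PGK as controls. Buffer: 100 mM TEA (pH 7.6), 5 mM MgCl2, 0.01% Tween-20. Coupling enzyme GAPDH (100 nM final) supplies unstable 1,3-BPG in-well.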
TrxR1 substrate: substrates of rat thioredoxin reductase 1. Potency, µM (highest dose often 114 µM), without a hit: at the top dose activity change, negative = substrate turnover. AID 588456. 0.01% of 390,000 active. purified TrxR1 substrate turnover, NADPH consumption readout. O89049; also: potency is read from the fitted curve at half-maximal effect; % is scaled to controls: 0 for no effect and ±100 for the full control effect; nearly all actives have a fitted effect of over 50% in size
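Rat TrxR1, dispensed at 90 nM, was prereduced with 400 uM NADPH (final) for 5 min at ~22 deg C, then incubated with compound 15 min before 400 uM selenite. A first-read NADPH fluorescence drop versus no-compound background flagged substrates.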
TrxR1 inh: blocks rat thioredoxin reductase 1 | recombinant rTrxR1, NADPH fluorescence consumption, selenite substrate | 1% of 390,000 active | Potency, µM (top dose mostly 114 µM), inactives show at the top dose activity change, negative = inhibition, usual class: inhibitors; also: potency is read from the fitted curve at half-maximal effect; % is scaled to controls: 0 for no effect and ±100 for the full control effect; nearly all actives have a fitted effect of over 65% in size
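Rat TrxR1 (90 nM in the dispensed reagent) was pre-reduced with 400 uM NADPH for 5 min at room temperature, then incubated with compound for 15 min. After 400 uM selenite was added, NADPH fluorescence (Ex 340/Em 450 nm) was followed for 8 min.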
Pin1 inhibitor: blocks the human prolyl isomerase Pin1. Pin1 FP peptide displacement, HiFluor488, 10 min. Potency, µM (titrated, usually from 115 µM), for inactives: at the top dose activity, negative = inhibition, hits mostly inhibitors. 0.009% of 390,000 active. AID 504891; active = well fitted inhibition curve with a large enough effect in the polarisation, with a control signal flat, not every such curve was filed as active; inconclusive = small, poorly fitted or top-dose-only effect, or effect the other way, or a change in a side signal; inactive = no such curve, though single readings can be large or run the other way; the % refers to the polarisation; also: potency is read from the fitted curve at half-maximal effect; % is scaled to controls: 0 for no effect and ±100 for the full control effect
HP1b chromo inh: blocks HP1-beta chromodomain binding to methylated histone tails. AlphaScreen HP1-beta / biotin-H3K9me3 peptide binding. AID 540317. 0.56% of 390,000 active. Potency, µM (top dose mostly 114 µM), for the others: at the highest dose activity change, negative = inhibition, most hits filed as inhibitors; also: potency is read from the fitted curve at half-maximal effect; nearly all actives have a fitted effect of over 70% in size; inactives centre near 23
Target sequence (P83916 whole entry, looked up): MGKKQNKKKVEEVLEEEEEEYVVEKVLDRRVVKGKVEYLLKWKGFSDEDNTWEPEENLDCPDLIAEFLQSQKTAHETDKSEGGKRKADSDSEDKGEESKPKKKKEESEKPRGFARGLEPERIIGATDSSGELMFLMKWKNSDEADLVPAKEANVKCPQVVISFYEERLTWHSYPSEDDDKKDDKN
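HP1-beta protein (50 nM final) preincubated 30 min at room temperature with biotinylated H3(1-18)K9me3 peptide (50 nM) in PBS pH 7.4, 0.01% Tween-20, then compound added for 30 min. AlphaScreen streptavidin donor/nickel chelate acceptor beads (10 ug/mL final), 30 min dark, luminescence read.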
GLS inhibitor: blocks human kidney-isoform glutaminase activity; GLS enzymatic activity, qHTS titration; AID 624170; O94925; 0.21% of 410,000 active; Potency, µM (series often up to 45.5 µM), for the others: at the top dose activity change, negative = inhibition, actives largely listed as inhibitors; also: potency is read from the fitted curve at half-maximal effect; % is scaled to controls: 0 for no effect and ±100 for the full control effect
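hKGA in 45 mM KH2PO4 (pH 8.2), 0.02% Tween-20 with compound, then 1mM L-Glutamine (stock as added) plus glutamate oxidase/HRP/Amplex red coupling mix. Fluorescence read initially and after 30 min at RT; signal change reflects glutamate formation.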
USP1-UAF1 inh: USP1/UAF1 (human) deubiquitinase inhibition. O94782. recombinant USP1/UAF1, Ub-Rhodamine cleavage fluorescence. Potency, µM (titrated, usually from 57.1 µM), inactives show at the highest dose activity change, negative = inhibition, usual class: inhibitors. 0.23% of 390,000 active; also: potency is read from the fitted curve at half-maximal effect; % is scaled to controls: 0 for no effect and ±100 for the full control effect; nearly all actives have a fitted effect of over 60% in size; inactives centre near -12
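USP1/UAF1 complex at 1 nM was preincubated with compound for 15 min at room temperature, then Ub-Rho substrate (150nM final) was added. Fluorescence (480/540 nm) was read kinetically, 6 reads every 60 seconds.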
PI4K2A inh: inhibitors of human PI4K2A; purified PI4K2A, ADP-Glo luminescence, 1 h; hits give low values; activity change, negative = inhibition, % at 76.9 µM; 0.13% of 420,000 active; Q9BTU6; in the data active = activity change below about -50%; inconclusive = mostly about -30% to -49%;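 also: -100% = wells without enzyme as full effect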
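Compounds are screened against recombinant PI4K2A using PI as substrate and ATP, the latter dispensed at 300 microM. Reactions run one hour at ambient temperature before ADP-Glo detection; full inhibition defined by wells lacking enzyme.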
The depositor's hits bear a star; i = inactive; ? = inconclusive; nt = no result given; [ ] = remark or other dose. Unless noted, calls follow the shape of the dose curve; as a rule, active = well fitted curve in the direction sought with a large enough effect; inconclusive = small, poorly fitted or top-dose-only effect, or another doubt; inactive = no such curve, though single readings can be large; an effect the other way counts as inactive or inconclusive.

#1 Cc1cc(C)nc(N(C#N)Cc2ccccc2Cl)n1
#2 Cc1ccc2c(c1)CCCN2C(=O)c1ccco1
#3 Cc1ccc(-c2ocnc2C(=O)N2CCN(C(=O)c3cccs3)CC2)cc1
#4 Cc1ccc2cc(CCNC(=O)C(C)C)c(=O)[nH]c2c1
#5 COc1ccc(NC(=O)C2CCN(C3=NS(=O)(=O)C(c4ccc(C)c(C)c4)=C3C)CC2)cc1OC
#6 COCc1oc2ccc(NS(=O)(=O)c3ccc(C)cc3)cc2c1C(=O)OC
#7 O=C(CNC(=O)c1ccco1)Nc1cc(Cl)ccc1N1CCOCC1
#8 Cc1ccc(NC(=O)c2noc3c2CCCCC3)cc1C
Screen / compound no.	1	2	3	4	5	6	7	8
IDH1 R132H inh	12%	5%	7%	9%	nt	-13%	3%	3%
Tb PGK inh	-7%	-6%	2%	-4%	nt	i	-2%	-12%
TrxR1 substrate	3%	-1%	6%	7%	-4%[57.1 µM]	7%	10%[57.1 µM]	24%
TrxR1 inh	11%	7%	21%	12%	1%[57.1 µM]	28%	32%[57.1 µM]	16%
Pin1 inhibitor	-14%	1%	-7%	-4%	2%	-1%	4%	5%
HP1b chromo inh	59%[activator]	23%	20%	45%[activator]	45%[activator]	4%	-3%	33%
GLS inhibitor	1%	-2%	11%	-1%	0%	8%	-14%	-6%
USP1-UAF1 inh	-11%	-2%	-17%	?	-17%	-22%	-12%	0%
PI4K2A inh	-1	2	-1	1	-3	-4	-8	0

#9 Cc1ccc(C)c(NC(=O)Cn2c(=O)n(Cc3ccco3)c(=O)c3oc4ccccc4c32)c1
#10 CC(Oc1ccc(Br)cc1)C(=O)N1CCc2ccccc21 (stereo unspecified)
#11 CC(=O)c1ccc(N2CCN(c3ccc(C(F)(F)F)cn3)CC2)cc1
#12 COc1cc2c(cc1NC(=O)c1cccc([N+](=O)[O-])c1)oc1ccccc12
#13 O=C(CNC(=O)Cc1ccccc1)NCc1cccc(C(F)(F)F)c1
#14 CN1CCN(C(=O)/C(=C/c2ccc([N+](=O)[O-])cc2)NC(=O)c2ccccc2)CC1
#15 CN1C(=O)c2ccccc2Sc2ccc(NC(=O)Nc3ccccc3F)cc21
#16 CC(C)C(=O)c1cc2c(cc1NC(=O)c1cccs1)OCCO2
Screen / compound no.	9	10	11	12	13	14	15	16
IDH1 R132H inh	-17%	6%	-2%	-3%	2%	3%	-2%	2%
Tb PGK inh	8%	-1%	15%	i	-8%	-4%	-1%	i
TrxR1 substrate	-3%	-3%	4%	4%[57.1 µM]	-6%	-15%	5%	5%
TrxR1 inh	9%	7%	16%	8%[57.1 µM]	19%[57.1 µM]	9%[57.1 µM]	4%	9%
Pin1 inhibitor	-4%	8%	22%	2%	1%	-2%	-5%	3%
HP1b chromo inh	22%	94%[activator]	13%	-14%	57%[activator]	15%	11%	145%[activator]
GLS inhibitor	1%	1%	-3%	-3%	4%	-7%	-14%	1%
USP1-UAF1 inh	6%	-18%	-9%	-4%	-17%	-15%	-7%	-8%
PI4K2A inh	-3	0	-4	-1	0	2	3	-2

Single records (already shown). Order of values: IDH1 R132H inh	Tb PGK inh	TrxR1 substrate	TrxR1 inh	Pin1 inhibitor	HP1b chromo inh	GLS inhibitor	USP1-UAF1 inh	PI4K2A inh
Cc1ccc(NC(=O)c2noc3c2CCCCC3)cc1C is listed as 3%	-12%	24%	16%	5%	33%	-6%	0%	0
O=C(CNC(=O)c1ccco1)Nc1cc(Cl)ccc1N1CCOCC1 is listed as 3%	-2%	10%[57.1 µM]	32%[57.1 µM]	4%	-3%	-14%	-12%	-8

Remaining list, next part.
#17 C[C@]12CCC(=O)CC1=CCC1C3CC=C(C#N)[C@@]3(C)CC[C@@]12O (stereo partly specified)
#18 O=Nc1c(O)n(Cc2cccc(C(F)(F)F)c2)c2ccccc12
#19 Cc1ccccc1NC(C)C(=O)N/N=C/c1c[nH]c2ccccc12 (stereo unspecified)
#20 CCSc1nc2ccccc2c(=O)n1OCC(=O)OC
#21 CSc1nnc(Nc2ccccc2C)s1
#22 O=C(Nc1ccncc1)C1CCCN(S(=O)(=O)c2cccc3cccnc23)C1 (stereo unspecified)
#23 NS(=O)(=O)c1ccc(NC(=O)CSc2ccccc2)cc1
#24 O=C(CSc1ccc(-c2ccco2)nn1)Nc1ccccc1F
Screen / compound no.	17	18	19	20	21	22	23	24
IDH1 R132H inh	-3%	5%	8%	6%	4%	3%	6%	-9%
Tb PGK inh	i	11%	5%	1%	-7%	-8%	-9%	-4%
TrxR1 substrate	1%	-1%[57.1 µM]	-2%[11.4 µM]	0%	-1%[57.1 µM]	6%	7%	8%
TrxR1 inh	19%	12%	6%[11.4 µM]	-5%	-7%[57.1 µM]	34%	18%	20µM*
Pin1 inhibitor	1%	-3%	2%	-8%	11%	-4%	2%	-1%
HP1b chromo inh	34%	-4%	13%	39%[activator]	29%	27%	26%	27%
GLS inhibitor	1%	-1%	0%	1%	19%	-1%	-1%	-6%
USP1-UAF1 inh	-20%	-27%	-4%	-9%	-5%	-10%	-19%	-21%
PI4K2A inh	-3	-19	-1	3	-1	0	-3	-1

#25 CCOC(=O)CN1C(=O)C(=O)N(Cc2ccccc2)C1=O
#26 CCOC(=O)c1c(C)c(C(=O)NCCc2ccccc2)c(C)n1C
#27 COc1ccccc1-c1cc(NC(=O)COc2ccc(C)c(C)c2)n(-c2ccccc2)n1
#28 CCC(=O)NNc1nc2c(Cl)cccc2s1
#29 CC(C)(C)OC(=O)N1CCC(c2cc(=O)n3[nH]c(-c4ccc(Cl)cc4)cc3n2)CC1
#30 CC(=O)c1ccc(S(=O)(=O)Nc2ccc(-c3ccc4nnc(C)n4n3)cc2)cc1
#31 O=C1C=C(Nc2ccc(Cl)cc2)CC(c2ccccc2)C1 (stereo unspecified)
#32 CCc1cc2c(NCC3CCCO3)ncnc2s1 (stereo unspecified)
Screen / compound no.	25	26	27	28	29	30	31	32
IDH1 R132H inh	6%	-10%	-2%	-4%	-4%	-4%	-6%	5%
Tb PGK inh	-6%	nt	i	-10%	-5%	-2%	-6%	-1%
TrxR1 substrate	2%	-3%	-3%[57.1 µM]	10%[57.1 µM]	0%	-6%	5%	1%
TrxR1 inh	0%	18%	17%[57.1 µM]	2%	0%	3%	8%[57.1 µM]	-6%
Pin1 inhibitor	1%	0%	-24%	-7%	-2%	?	4%	3%
HP1b chromo inh	26%	5%	19%[57 µM]	42%[activator]	46%[activator]	15%	26%	33%
GLS inhibitor	-2%	-6%	-13%	16%	5%	-6%	2%	-3%
USP1-UAF1 inh	-11%	-9%	?	-25%	-25%	-12%	-12%	-20%
PI4K2A inh	-3	3	2	-2	-6	-21	1	1

#33 COC(=O)c1ccc(CSc2nc3c([nH]c4ccccc43)c(=O)n2-c2ccc(F)cc2)o1
#34 O=[N+]([O-])c1ccc(COc2ccccc2CN2CCCCC2)cc1
#35 C=CC[C@@H](CC(=O)N[C@H](CO)Cc1ccccc1)C(=O)N[C@@H](COC(=O)[C@@H](CC=C)Cc1ccc(F)cc1)Cc1c[nH]c2ccccc12
#36 COc1ccc(/C=C2\SC(=O)N(CCC(=O)NCCCn3ccnc3)C2=O)cc1
#37 CCOC(=O)C1CCN(C(=O)COC(=O)CSc2ccc(C(N)=O)cc2[N+](=O)[O-])CC1
#38 N#CCC(=O)Nc1ccc(C(=O)OCC(=O)Nc2ccccc2Sc2ccccc2)cc1
#39 CCO[C@H]1OC(C(=O)N2CCN(Cc3ccccc3)CC2)=C[C@@H](C2CCCCC2)[C@@H]1CCCO
#40 COc1cccc(C(=O)C2CCCN(C(=O)c3ccc(C#CC(C)(C)O)cc3)C2)c1 (stereo unspecified)
#41 CCc1nnc(NC(=O)CCC(=O)NCCc2ccccc2)s1
#42 CN(C)CCCOC(=O)COc1ccc(Br)cc1
#43 CCOc1cc(C)c(S(=O)(=O)NC2CC(C)(C)NC(C)(C)C2)cc1C
Screen / compound no.	33	34	35	36	37	38	39	40	41	42	43
IDH1 R132H inh	-3%	-1%[38.3 µM]	10%	-4%	-2%	-4%	8%	16%	-5%	4%	6%
Tb PGK inh	1%	8%	0%	8%	-1%	0%	-7%	i	3%	-5%	i
TrxR1 substrate	1%[57.1 µM]	-3%	4%	-6%	2%	-1%[57.1 µM]	-4%	1%	5%	0%	2%
TrxR1 inh	10%[57.1 µM]	11%	21%	-7%	-2%	-2%[57.1 µM]	-10%	10%	23%	25%	8%
Pin1 inhibitor	14%	5%	-3%	2%	-1%	62%[activator]	-27%	7%	2%	3%	5%
HP1b chromo inh	24%[57 µM]	15%	31%	34%	4%	73%[activator]	14%	50%[activator]	25%	25%	12%
GLS inhibitor	10%	5%	-11%	-4%	0%	-2%	-2%	0%	-3%	-2%	-7%
USP1-UAF1 inh	-18%	-14%	-10%	-26%	-5%	-14%	-12%	-14%	-30%	-19%	-20%
PI4K2A inh	-7	1	0	-6	2	10	0	-2	-3	3	-7

An excerpt (hit frequency here may not be typical).
